Source: PubChem
DENV2 CPE: inhibitors of DENV2 cytopathic effect, primary screen, cell-based, plate reader, single concentration. DENV2-infected cells, cytopathic effect rescue. CPE inhibition, % at 9.99 µM. hit rate 1.7% among 350,000; in the data active means CPE inhibition above about 20%, passing the limit was not always enough; inconclusive means no clear call, values can overlap the other calls; tested in BHK-21 cells;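 further: 0% = median of neutral control wells and 100% = median of positive control wells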
INS-1E GSIS act: GLuc luminescence reporter in INS-1E cells, primary screen for activators of glucose-dependent secretion of insulin; hit rate 0.61% among 370,000; INS-1E GLuc reporter insulin secretion, 2-3 h; activation, % at 16.6 µM; AID 743287, 2014;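 active means lowest replicate activation of at least 40%, so every replicate reaches that level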;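 further: 0% = median of neutral control wells and 100% = median of IBMX positive control wells; some compounds called inactive have numbers as strong as hits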
F508del corr: F508del CFTR correction, initial screen, CFBE line, single point. hit rate 0.36% among 350,000. CFBE cells, YFP halide quenching; stimulated with forskolin plus potentiator P3; % fluorescence drop versus neutral controls. activity (quench increase), % at 7.58 µM;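 active means mean added fluorescence quench of at least 8% versus neutral control, with both replicates also reaching 8%; inconclusive means only one of the mean or replicate conditions met; inactive means mean below 8% and not both replicates reaching 8%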;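 further: cells transiently co-express mutant CFTR-F508del with the halide-sensitive YFP; corrector assay measuring rescue of mutant channel to the surface after 24 h compound exposure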
miR-122 sensor: miR-122 Renilla sensor signal increase in Huh7, primary screen, miR-122 inhibitor project, cell-based, single point, plate reader | Huh7 miR-122 Renilla luciferase sensor, 48 h; neutral wells = 0, positive control = 100 | hit rate 0.3% among 340,000 | activation (reporter increase), % at 12.5 µM;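 active means mean replicate activation score at least 90 and every replicate individually at or above 90; inconclusive means only one of the two criteria met; inactive means neither criterion met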;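 further: higher luciferase means less miR-122 activity so hits act as miR-122 inhibitors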
FN deposition inh: inhibitors of fibronectin matrix deposition, primary screen, AH1F cells, Alexa488-fibronectin fluorescence, plate reader | inhibition, % at 12.6 µM | AID 743247, 2014 | hit rate 0.086% among 350,000 | AH1F fibroblasts, overnight;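 active means mean inhibition across replicates of 30% or more, regardless of how many single replicates reach that level; inconclusive means mean under 30% yet at least half of replicates reach 30%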;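 further: positive control wells lacked labelled fibronectin entirely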
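Material: AH1F fibroblasts assembling fluorescent fibronectin matrix; amount: 10000 AH1F cells/well; medium: DMEM, 2% serum; reagent: Alexa488-fibronectin, 24 nM final in well; dosing: single compound dose, delivered by pin transfer; incubation: 1 h adhesion, overnight exposure; detection: fluorescence after three HBSS washes, excitation 485 nm, emission 525 nm; measure: fibronectin deposition inhibition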
EWS-Fli inh: EWS/Fli-driven NR0B1 reporter inhibitors, primary screen, A673 cells, NR0B1 luciferase, luminescence, MLPCN library; inhibition, % at 12.6 µM; AID 651661, 2012; hit rate 0.67% among 350,000; viability-normalised;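 active means mean inhibition of at least 50% after viability correction, with every replicate also passing that limit; inconclusive means mean reaches 50% but only one of two replicates passes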;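 further: firefly luciferase signal divided by Alamar Blue viability fluorescence both relative to DMSO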
PAX8 reporter: inhibitors of PAX8-driven TPO luciferase reporter, primary screen, RMG-I cells, single concentration. SteadyGlo, 24 h. inhibition, % at 12.6 µM. hit rate 1.2% among 360,000;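 active means mean replicate inhibition at least 60% with every replicate also reaching 60%; inconclusive means only one of the two criteria is met; inactive means mean below 60% and not all replicates reaching 60%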;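 further: luciferase light reporting Pax8 driven TPO promoter activity; plate controls were median of neutral control wells for no effect and mitoxantrone controls for full effect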
An asterisk follows results filed as active; ? = inconclusive; . = no result given; & = joins results of further samples; [ ] = dose if it differs, or a comment.

SMILES	DENV2 CPE	INS-1E GSIS act	F508del corr	miR-122 sensor	FN deposition inh	EWS-Fli inh	PAX8 reporter
Cc1ccccc1Cn1nc(C)c(NC(=O)c2noc3c2CC(C(C)(C)C)CC3)c1C (stereo not given)	.	-31	.	1	1	.	.
O=C(OCCc1cc2ccccc2c(=O)o1)c1cccs1	8	-7	2.3	0	1	-60	-113
C[C@@H]1CN([C@H](C)CO)C(=O)c2cccc(NS(=O)(=O)c3ccccc3)c2O[C@@H]1CN(C)CC1CC1	-2	-3	-3.6	0[16.7 µM]	.	3	0
COc1ccccc1NC(=O)N(C)C[C@H]1Oc2ncc(Br)cc2C(=O)N([C@H](C)CO)C[C@@H]1C	?	4	-0.1	-15[16.7 µM]	.	4	.
C[C@H](CO)N1C[C@H](C)[C@H](CN(C)S(=O)(=O)c2ccc(Cl)cc2)Oc2ccc(NC(=O)NC3CCCCC3)cc2CC1=O	4	-7	-2.3	-9[16.7 µM]	.	-1	30
Cc1[nH]n(-c2ccccc2)c(=O)c1N=Nc1c(O)cc(S(=O)(=O)N(C)C)c2ccccc12	-13	.	-0.2	0	-1	-14	53
CC(C)CN1CCN(Cc2cn(C)c3ccccc23)CC1CCO (stereo not given)	2	-8	1.1	.	-1	12	20
NC(=O)CSc1nnc(Cn2c(=O)sc3ccccc32)n1-c1ccccc1	-2	8	1.4	1	2	-14	-1
C[C@H](CO)N1C[C@H](C)[C@@H](CN(C)S(=O)(=O)c2cccs2)OCCCC[C@H](C)Oc2ccc(N(C)C)cc2C1=O	-6	5	2.9	2[16.7 µM]	.	-1	15
CCCCCCn1nc(C(=O)N(CC(C)C)c2c(N)n(CCCC)c(=O)[nH]c2=O)c2ccccc2c1=O	-3	-30	-1.0	.	-4	11	19
CCOc1ccc(C(=O)NCc2ccc3c(c2)OCO3)cc1	-9	14	-0.3	7	-7	-25	-31
CCOc1ccccc1-c1cc(C(=O)Nc2ccc(C(=O)O)cc2)c2ccccc2n1	-5	-3	-2.3	.	4	13	7
C[C@@H]1CN([C@@H](C)CO)C(=O)c2cc(NC(=O)Cc3ccccc3)ccc2O[C@@H]1CN(C)Cc1ccc(C(=O)O)cc1	-3	6	0.6	6[16.7 µM]	3	.	-6
CNC[C@@H]1Oc2cc(-c3cccc(C(=O)N(C)C)c3)ccc2S(=O)(=O)N([C@H](C)CO)C[C@H]1C	0	-5	1.6	-1[16.7 µM]	.	-6	-3
CC(C)(C)[S@@](=O)N1Cc2cc(C(=O)NCCc3ccncc3)nc(-c3cccc(-c4ccc(C#N)cc4)c3)c2[C@H]1CCO	-4	-18	-0.3	.	16	-2	7
Nc1sccc1C(=O)NCc1ccccc1	6	.	-3.9	.	7	5	-13
CS(=O)(=O)N1[C@@H]2Cn3c(cccc3=O)[C@H]1[C@@H](C(=O)NCc1ccc(F)cc1)[C@@H]2CO	1	7	3.3	9[16.7 µM]	-11	-5	-16
CNC(=O)C[C@@H]1CC[C@@H]2[C@@H](COc3ccc(NC(=O)Nc4ccc(C)cc4)cc3C(=O)N2C)O1	-8	5	1.5	-5[16.7 µM]	-30	-22	-14
CCS(=O)(=O)Nc1cc(C(=O)O)ccc1C	1	-3	-2.5	-6	.	-6	10
COc1cccc(NC(=O)N[C@H]2C=C[C@@H](CC(=O)Nc3ccccc3)O[C@H]2CO)c1	.	0	-1.4	.	-3	-7	-1
O=C(C1CCC1)N1CC(=O)N2[C@H](C1)[C@H](c1ccc(Br)cc1)[C@@H]2CO	-10	-1	0.7	.	-5	-10	-4
COc1ccc(S(=O)(=O)N(C)C[C@H]2Oc3ncc(C#CC4(O)CCCC4)cc3C(=O)N([C@H](C)CO)C[C@@H]2C)cc1	3	-5	1.5	6[16.7 µM]	.	12	-16
CCC(c1nnnn1Cc1ccc(OC)cc1)N1CCN(C(=O)c2ccco2)CC1 (stereo not given)	-6	-4	0.0	-2	-9	0	21
CCN1C(=O)[C@H]2[C@@H](c3ccc(C)cc3)N3C(=O)N(c4ccc(OC)cc4)C(=O)[C@@]3(CC)[C@H]2C1=O	.	-4	-1.3	5	3	-28	-38
CCN(CC)c1ccc(C2C3CCCCC3(O)CCN2CC(=O)Nc2ccccc2)cc1 (stereo not given)	.	.	.	16	1	.	0
Cc1noc(C)c1NC(=O)N(C)C[C@H]1OCCCC[C@@H](C)Oc2ccc(NC(=O)Nc3ccccc3)cc2C(=O)N([C@@H](C)CO)C[C@H]1C	4	3	-1.1	-5[16.7 µM]	.	-10	24
CC1(C(=O)NCc2ccccc2)CSCC(=O)N1CCCN1CCOCC1 (stereo not given)	?	9	0.6	.	-10	-6	-1
O=C(CCn1cnc(-c2ccccc2)c1-c1ccccc1)N/N=C/c1ccc(O)cc1	-4	7	-0.5	22	8	-5	13
COc1ccc(CNc2nc3ccccc3n2C)c(OC)c1	.	6	-2.2	.	1	-40	-85
O=C(O)c1cn(CCOc2ccccc2Cl)c2ccccc12	-1	-3	-3.4	-10	2	-3	-6

A different layout for some results above.
canonical_smiles | DENV2 CPE | INS-1E GSIS act | F508del corr | miR-122 sensor | FN deposition inh | EWS-Fli inh | PAX8 reporter
C[C@@H]1CN([C@@H](C)CO)C(=O)c2cc(NC(=O)Cc3ccccc3)ccc2O[C@@H]1CN(C)Cc1ccc(C(=O)O)cc1 | -3 | 6 | 0.6 | 6[16.7 µM] | 3 | . | -6
CNC[C@@H]1Oc2cc(-c3cccc(C(=O)N(C)C)c3)ccc2S(=O)(=O)N([C@H](C)CO)C[C@H]1C | 0 | -5 | 1.6 | -1[16.7 µM] | . | -6 | -3

(cont.)
SMILES	DENV2 CPE	INS-1E GSIS act	F508del corr	miR-122 sensor	FN deposition inh	EWS-Fli inh	PAX8 reporter
O=C(CSc1ncccn1)N1CCN(C(=O)CSc2ncccn2)CC1	.	-14	.	.	-5	.	9
O=C(COC(=O)c1ccccn1)Nc1ccc2c(c1)OCO2	-5	2	0.6	.	11	-10	3
O=S(=O)(N[C@H]1CC[C@H](CCn2cc(-c3ccc(F)cc3)nn2)O[C@@H]1CO)c1ccccc1F	-12	-4	1.0	.	.	6	-1
COc1ccc(C(=O)C[N+]2(C)CCOCC2)cc1	-5	9	-1.4	.	.	-28	.
CCc1cc(C(=O)N2CCN(c3ncc(C(F)(F)F)cc3Cl)CC2)sc1C	3	-25	-1.2	1	-1	10	5
C[C@@H]1CCCCO[C@H](CN(C)C(=O)c2ccccc2)[C@@H](C)CN([C@@H](C)CO)C(=O)c2cc(NS(=O)(=O)c3cn(C)cn3)ccc2O1	16	16	1.5	-1[16.7 µM]	-8	-5	3
NC(=O)[C@@H]1[C@H]2C(=O)O[C@H](c3ccccc3)[C@H](c3ccccc3)N2[C@H](c2ccccc2OCCO)[C@@]12C(=O)Nc1ccc(C#CCCO)cc12	6	.	-0.1	.	.	3	-10
CN(C)C(=O)C[C@H]1CC[C@@H]2[C@H](COC[C@@H](O)CN2Cc2nccs2)O1	4	3	0.2	1[16.7 µM]	-3	-5	1
NS(=O)(=O)c1ccc(CCNC(=O)c2ccc(C(=O)c3ccccc3)cc2)cc1	1	-8	2.7	-9	6	-2	9
CCCCN(CC)C(=O)Cc1ccc(Br)cc1	.	6	.	.	-19	-6	11
CCCCN1CC(C)(C)[C@H](CC(=O)Nc2ccccc2)C1=O	-5	5	-3.5	-1	4	-9	0
CSc1ccccc1C(=O)OCC(=O)Nc1cccnc1Cl	-1	43*	2.1	-2	7	-1	3
O=C(CN1CCN(S(=O)(=O)c2ccc(Br)s2)CC1)N1CCCCC1	19	-12	0.1	-1	-1	1	4
CN1C(=O)c2cc(NS(C)(=O)=O)ccc2OC[C@@H]2O[C@@H](CC(=O)NCc3ccccc3)CC[C@H]21	5	14	0.9	4[16.7 µM]	10	-5	-3
CO[C@H]1CN(C)C(=O)c2ccc(NC(=O)C3CC3)cc2OC[C@H](C)NC[C@@H]1C	1	6	-0.8	.	-1	.	.
Cc1cc(C(=O)NNC(=O)c2cccc([N+](=O)[O-])c2)n[nH]1	6	13	0.7	.	5	-2	-4
O=C(CSc1ccccc1C(=O)NCc1ccccc1)NC12CC3CC(CC(C3)C1)C2	.	-18	.	.	-14	.	4
C[C@@H]1CN([C@H](C)CO)C(=O)c2cc(NS(C)(=O)=O)ccc2O[C@@H](C)CCCCO[C@@H]1CN(C)C(=O)CCCN(C)C	7	21	0.8	5[16.7 µM]	.	-4	-21
C[C@@H](NC(=O)C[C@@H]1C[C@@H]2c3cc(NC(=O)Nc4ccccc4F)ccc3O[C@@H]2[C@H](CO)O1)c1ccccc1	4	4	1.1	-8[16.7 µM]	.	3	8
CCC(=O)Nc1sccc1C(=O)OC	6	0	1.1	-15	.	11	.
O=C1NC(c2ccc(Cl)cc2)Nc2ccccc21 (stereo not given)	.	-4	0.5	.	.	15	8
CN1CCN(C(=O)C[C@H]2CC[C@@H]3[C@H](COC[C@H](O)CN3CC3CCCC3)O2)CC1	?	13	-1.5	.	-3	12	.
NC(N)=N/N=C/c1ccc(OCc2ccccc2)c(OCc2ccccc2)c1	-4	439*	-0.5	.	2	29	-3
CCOC(=O)N1CCN(C(=O)CSc2nc(C)nc3c2c(=O)n(C)c(=O)n3C)CC1	0	-2	0.3	.	4	0	2
CC(C)COC(=O)/C(C#N)=C/c1c[nH]c2ccccc12	.	15	.	.	4	.	-3
C[C@@H]1COC(=O)[C@@H](CC(=O)OC(C)(C)C)C/C=C\C[C@@H](CC(=O)N(CCO)Cc2ccccc2)C(=O)N1	2	-12	2.5	.	-3	-11	-10
Cc1nn(CC(=O)NC(C)CCc2ccccc2)c(=O)c2nn(-c3ccccc3)c(C)c12 (stereo not given)	-2	-11	3.4	-6	6	8	24
Cc1cccnc1NC(=O)c1ccc(OCc2c(C)noc2C)cc1	?	.	-0.2	-5	-1	.	-56
CCOc1ccc(-n2c(Cc3cc(=O)[nH]c(=O)[nH]3)nnc2SCC(=O)OC)cc1	-1	2	-3.1	1	2	1	-14
Cc1ccc(-n2c(C)cc(C=C(C#N)C#N)c2C)cc1	.	.	.	-6	5	.	-54
CNS(=O)(=O)c1cccc(C(=O)NNC(=O)CN(C)S(=O)(=O)c2ccc(Cl)cc2)c1	8	1	2.0	-2	4	-2	-9
C[C@H]1CN([C@@H](C)CO)C(=O)CCCn2nncc2CO[C@@H]1CN(C)Cc1ccc(Oc2ccccc2)cc1	-5&-1	1&-14	2.2&1.6	-12	8&16	4&1	17&10
c1ccc2c(c1)COc1c3ncccc3nn1-2	10	5	2.6	-1	0	-59	-100
ClC(Cl)(Cl)C1=NCc2nnn(Cc3ccccc3)c2N1	0	.	1.2	1	4	-5	-13
COc1ccc(S(=O)(=O)Nc2cccc3c2O[C@H](CN(C)C(=O)NC(C)C)[C@H](C)CN([C@@H](C)CO)C3=O)cc1	5	18	0.0	2[16.7 µM]	.	2	.
Cc1ccc(C(=O)N2CCCc3ccccc32)c(F)c1F	10	9	-2.6	.	0	-15	-20
C=CCN1C(=O)c2ccc(C(=O)N(CC(C)C)c3c(N)n(CCCC)c(=O)[nH]c3=O)cc2C1=O	6	14	-0.1	-5	.	-4	-7
CCCCCCSc1ccc(-c2nc3cnccn3c2NCCCC)cc1	-16	-32	0.3	-4	.	31	8
CCN(CC)C(=O)Oc1nnc(SC(C)C)n1-c1ccc(Cl)cc1	-3	.	0.7	.	-1	12	-17
CO[C@H]1CN(C)C(=O)c2cc(NC(=O)c3ccc4c(c3)OCO4)ccc2OC[C@@H](C)N(CCC(F)(F)F)C[C@@H]1C	-9	-19	2.3	.	-6	1	7
CC(C)N1C(=O)C(=O)N(CC(=O)N2c3ccccc3NC(=O)CC2C)C1=O (stereo not given)	-4	20	-1.6	-3	-4	-6	-14
